# PKA-R2B act – activates the human PKA-R2B holoenzyme complex; P22694+P31323; PKA-R2B holoenzyme dissociation, Cy5-IP20 fluorescence polarization; R2B truncated from residue 108, S112A mutant; 0% DMSO only, 100% 113 µM cGMP; activation, % at 11.4 µM; 0.079% of 340,000 active;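 active = activation above a cutoff set at the mean over all compounds plus 3 SD, cut at about 18% in these data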;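 also: higher means more holoenzyme dissociation and a rise in polarization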
# E coli growth – bacterial growth inhibition, counter-screen for AddAB inhibitors; E. coli V3065 growth, OD600 absorbance, 18 h; inhibition, % at 11.9 µM; 0.27% of 330,000 active; AID 449728;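 active = inhibition above the campaign's mean inhibition across all tested compounds plus 3 SD, cut at about 9.9% in these data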;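 also: uninfected addAB+ strain grown without phage in ampicillin broth; 0% = DMSO wells and 100% = ciprofloxacin 0.95 µg/ml wells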
# OPRM1-OPRD1 ag – agonists of human mu-delta opioid receptor heterodimerization | cells, OPRM1-OPRD1 heterodimerization, luminescence | activation, % at 9.3 µM | 0.3% of 340,000 active | AID 504326; in the data active = activation above about 18%;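 also: 0% = vehicle-treated cells and 100% = reference agonist; values of inactives mirror those of a sister screen read the other way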
# Target sequence (P35372 whole entry, looked up): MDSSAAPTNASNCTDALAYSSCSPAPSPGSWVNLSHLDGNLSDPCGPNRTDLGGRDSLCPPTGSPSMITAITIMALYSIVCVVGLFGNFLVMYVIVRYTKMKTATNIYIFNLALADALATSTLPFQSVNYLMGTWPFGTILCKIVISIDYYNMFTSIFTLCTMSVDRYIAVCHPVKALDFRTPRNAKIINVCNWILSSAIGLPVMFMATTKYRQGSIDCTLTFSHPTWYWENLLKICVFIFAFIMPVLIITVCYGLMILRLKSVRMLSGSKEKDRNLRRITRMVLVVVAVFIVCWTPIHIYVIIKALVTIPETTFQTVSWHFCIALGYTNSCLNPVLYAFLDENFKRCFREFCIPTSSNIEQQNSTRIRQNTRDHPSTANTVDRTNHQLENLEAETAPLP
# Target sequence (P41143 whole entry, looked up): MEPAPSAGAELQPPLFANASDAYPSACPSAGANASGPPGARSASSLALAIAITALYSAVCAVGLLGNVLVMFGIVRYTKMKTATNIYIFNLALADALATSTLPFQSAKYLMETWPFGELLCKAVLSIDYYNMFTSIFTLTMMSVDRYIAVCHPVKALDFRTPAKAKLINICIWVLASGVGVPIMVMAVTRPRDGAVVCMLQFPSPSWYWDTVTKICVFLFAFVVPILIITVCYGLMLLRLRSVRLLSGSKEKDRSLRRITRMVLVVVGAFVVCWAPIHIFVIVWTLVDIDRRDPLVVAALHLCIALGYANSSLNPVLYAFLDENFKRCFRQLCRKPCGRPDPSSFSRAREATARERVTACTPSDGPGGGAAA
# Tat transport – inhibitors of E. coli Tat protein transport. E. coli MC4100 TorA-mCherry Tat export, fluorescence. inhibition, % at 10 µM. 0.036% of 340,000 active;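 active = mean replicate inhibition at least 50% and at least half of replicates individually reaching 50%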;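 also: exported cargo escapes ClpAP degradation while cytoplasmic cargo is degraded and loses fluorescence; 0% = median of neutral control wells and 100% = median of NaSCN control wells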
# phage Ecoli inh – E. coli growth loss with phage present; growth absorbance; inhibition, % at 11.9 µM; 0.26% of 360,000 active; in the data active = inhibition above about 11%
# MOR-DOR inv ag – inverse agonists of human mu-delta opioid receptor heterodimerization; P35372+P41143; cell-based MOR-DOR heterodimer luminescence, inverse agonism; inhibition, % at 9.3 µM; 0.21% of 340,000 active; in the data active = inhibition above about 22%, passing the limit was not always enough;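 also: 0% = cells with DMSO and 100% = wells without cells with DMSO; values of inactives mirror those of a sister screen read the other way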
# PfHsp90 yeast 2 – reduces growth (ATP signal) of yeast expressing P. falciparum Hsp90; S. cerevisiae expressing PfHsp90, BacTiter-Glo ATP, 48 h; yeast lacking PDR1 and PDR3 efflux regulators; inhibition, % at 9.4 µM; 0.32% of 310,000 active; AID 504621;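 active = every replicate shows inhibition above about 80%, whatever the replicate mean, limit read from the data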;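 also: 0% = DMSO neutral controls and 100% = 20 µM radicicol positive controls; yeast relying on Plasmodium falciparum Hsp90 in place of its own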
# AddAB inh – less growth of phage-infected E. coli with AddAB | E. coli expressing H. pylori AddAB, absorbance growth | inhibition, % at 11.9 µM | 0.29% of 330,000 active | AID 435030; in the data active = inhibition above about 12%;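 also: 0% = vehicle wells of infected cells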
# PKA-R1A act – activators of PKA-R1A complex | P00514+P68181 | activation, % at 11.4 µM | AID 504707 | PKA-R1A dissociation, Cy5-IP20 fluorescence polarization; scaled: DMSO 0%, 113 µM cGMP 100% | 0.083% of 340,000 active;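 active = percent activation above the mean of all tested compounds plus 3 SD, cut at about 19% in these data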;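 also: higher means more PKAc released from R1A so a rise in polarization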
# SUMO Mot1 rescue – blocks SUMOylation pathway, rescuing yeast Mot1-301 growth; AID 2716; 1% of 320,000 active; S. cerevisiae Mot1-301 growth rescue, ATP luminescence, 38.5C; percent above DMSO median, 100 means doubled; growth rescue, % at 18.8 µM;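 active = every valid replicate shows activation above 250% relative to neutral control wells; inactive = the rest, any valid replicate at or below 250%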;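 also: OY570 slx delta 5 strain wells were the positive control but not used for scaling; some compounds called inactive have numbers as strong as hits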
# HTR5A inv ag – inverse agonist of human HTR5A in OPRM1-OPRD1 counter-screen; P47898; HTR5A cell line, luminescence, inverse agonism; inhibition, % at 9.3 µM; 0.083% of 340,000 active; AID 504634; in the data active = inhibition mostly above about 23%, no sharp cut-off; inactive = mostly below about 18%;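 also: 0% = cells with DMSO and 100% = no-cell wells with DMSO; some compounds called inactive have numbers as strong as hits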
# * = called active by the depositor; . = no result given.
# A first look (2 entries):
Molecule	PKA-R2B act	E coli growth	OPRM1-OPRD1 ag	Tat transport	phage Ecoli inh	MOR-DOR inv ag	PfHsp90 yeast 2	AddAB inh	PKA-R1A act	SUMO Mot1 rescue	HTR5A inv ag
O=C1CN(CC(=O)NC(=O)NCc2ccccc2)CCN1	-4	2.0	-1.4	2	2.8	7	6	1.3	-3	-2	-10
C=CCN1C=C/C(=C\C=C(C#N)C#N)c2ccccc21	4	-3.5	-5.0	-2	2.4	33	2	-1.3	9	-20	29

# The list itself (from the top)
Molecule	PKA-R2B act	E coli growth	OPRM1-OPRD1 ag	Tat transport	phage Ecoli inh	MOR-DOR inv ag	PfHsp90 yeast 2	AddAB inh	PKA-R1A act	SUMO Mot1 rescue	HTR5A inv ag
O=C1CN(CC(=O)NC(=O)NCc2ccccc2)CCN1	-4	2.0	-1.4	2	2.8	7	6	1.3	-3	-2	-10
C=CCN1C=C/C(=C\C=C(C#N)C#N)c2ccccc21	4	-3.5	-5.0	-2	2.4	33	2	-1.3	9	-20	29
CC1(C)CC(O)C(C(O)c2cccc([N+](=O)[O-])c2)C(C)(C)N1 (stereo unspecified)	0	1.7	-1.6	6	3.2	8	7	1.4	4	89	20
COc1cc2c(C#N)c(N3CCN(C)CC3)nc(N)c2c(N)n1	3	2.4	-1.3	-2	3.7	6	20	3.7	-2	.	-10
N#CCCN(C(=O)CO/N=C/c1cccc([N+](=O)[O-])c1)c1ccccc1	-10	-1.1	-1.4	0	2.1	7	-54	2.4	7	-3	29
CSc1nnc(CNC(=O)C23CC4CC(CC(C4)C2)C3)n1Cc1ccccc1	-3	0.7	-2.2	1	2.5	11	-4	1.9	-3	7	-2
CCCCOc1ccc(C(NC(=O)OCC)NC(=O)OCC)cc1	-10	2.3	-1.6	-14	4.3	9	-14	3.1	-2	88	1
COc1cc2nc(CN3CCC(Cc4ccccc4)CC3)[nH]c(=O)c2cc1OC	-3	2.0	-2.1	-1	0.1	10	19	-0.2	-10	-5	3
C/C=C\C=C/C(=O)Nc1cccc(C2=NOC3(C2)C[C@@H](C(N)=O)N(C(=O)COc2ccc(Cl)cc2)C3)c1 (stereo partly specified)	-1	-3.0	-0.8	10	-2.9	5	9	1.6	-12	4	-1
CC1CCN(c2ccc(NC(=O)C3CCCN3S(=O)(=O)c3ccc(F)cc3)cc2)CC1 (stereo unspecified)	-5	1.9	2.6	-5	0.6	-10	-1	3.8	-6	10	18
COc1cc(C(=O)OCC(=O)NCc2ccc(F)cc2)ccc1OCC(C)C	-1	0.7	11	-1	2.2	-58	-4	3.2	-6	4	-24
CC(C)CN(C(=O)COC(=O)c1nc(Cl)ccc1Cl)c1c(N)n(Cc2ccccc2)c(=O)[nH]c1=O	-5	-0.1	-1.8	1	1.0	9	12	0.9	4	6	16

# Record cards (already shown). Order of screens: PKA-R2B act | E coli growth | OPRM1-OPRD1 ag | Tat transport | phage Ecoli inh | MOR-DOR inv ag | PfHsp90 yeast 2 | AddAB inh | PKA-R1A act | SUMO Mot1 rescue | HTR5A inv ag
# C/C=C\C=C/C(=O)Nc1cccc(C2=NOC3(C2)C[C@@H](C(N)=O)N(C(=O)COc2ccc(Cl)cc2)C3)c1 (stereo partly specified) as listed: -1 | -3.0 | -0.8 | 10 | -2.9 | 5 | 9 | 1.6 | -12 | 4 | -1
# COc1cc2c(C#N)c(N3CCN(C)CC3)nc(N)c2c(N)n1 as listed: 3 | 2.4 | -1.3 | -2 | 3.7 | 6 | 20 | 3.7 | -2 | . | -10
# C=CCN1C=C/C(=C\C=C(C#N)C#N)c2ccccc21 as listed: 4 | -3.5 | -5.0 | -2 | 2.4 | 33 | 2 | -1.3 | 9 | -20 | 29
# CC1CCN(c2ccc(NC(=O)C3CCCN3S(=O)(=O)c3ccc(F)cc3)cc2)CC1 (stereo unspecified) as listed: -5 | 1.9 | 2.6 | -5 | 0.6 | -10 | -1 | 3.8 | -6 | 10 | 18
# CC1(C)CC(O)C(C(O)c2cccc([N+](=O)[O-])c2)C(C)(C)N1 (stereo unspecified) as listed: 0 | 1.7 | -1.6 | 6 | 3.2 | 8 | 7 | 1.4 | 4 | 89 | 20

# Remaining list, next part.
Molecule	PKA-R2B act	E coli growth	OPRM1-OPRD1 ag	Tat transport	phage Ecoli inh	MOR-DOR inv ag	PfHsp90 yeast 2	AddAB inh	PKA-R1A act	SUMO Mot1 rescue	HTR5A inv ag
COc1cnn(-c2ccc(C)cc2)c(=O)c1Br	-8	-2.0	1.0	5	3.5	-6	24	3.6	2	-5	-1
CCOc1cccc(CN2CCCC(N3CCN(c4cccc(Cl)c4)CC3)C2)c1O (stereo unspecified)	0	1.3	0.5	-2	0.5	-3	3	-1.4	-2	15	-9
CCOC(=O)C1=C(N)n2c(s/c(=C\c3ccco3)c2=O)=C(C(=O)OCC)C1c1ccco1 (stereo unspecified)	-3	-1.7	-0.3	7	.	1	0	-2.0	-6	-18	19
CN(C)C(=O)c1c(C(F)(F)F)nn(C)c1Cl	2	-1.5	-2.7	-3	5.3	14	-9	1.7	-6	-12	4
COc1ccc(-c2c[n+]3c4n2CCCCC4=C(c2ccc(Br)cc2)C3)cc1	-1	-0.7	2.8	2	0.6	-16	-2	0.7	9	8	13
CCN(CC)CCNC(=O)c1ccc(Cl)c(S(=O)(=O)N2CCCCCC2)c1	0	1.0	-0.9	2	1.9	5	-119	-0.3	-4	.	15
Cc1nn(CC(=O)NCCCN2CCOCC2)c(C)c1[N+](=O)[O-]	3	1.1	-1.7	-8	2.3	9	26	1.8	1	-4	-4
CCOC(=O)c1ccccc1OC(=O)NNc1ccccc1	-11	.	-7.1	-11	3.7	37*	.	.	4	.	22
CC(C)[C@H](NC(N)=O)C(=O)Nc1cccc([N+](=O)[O-])c1	9	-4.0	-0.6	-5	5.4	3	9	-1.4	11	13	-3
COc1ccccc1CCNC(=O)C1CCC(=O)N(C2CCCCCC2)C1 (stereo unspecified)	-2	.	-1.6	-3	2.8	9	-4	.	10	-12	-8
CCCCN(C)Cc1c(C(=O)N2CCc3ccccc3C2)nc2ccc(Cl)cn12	11	1.6	1.8	-4	4.4	-10	1	1.3	6	-9	-7
CN(Cc1ccccc1)C(=S)Nc1ccc2nc3n(c(=O)c2c1)CCCCC3	-2	-0.4	0.3	-10	4.3	-1	.	4.5	-12	-5	-3

# Exported with each value named: 2 of the compounds above.
COc1cnn(-c2ccc(C)cc2)c(=O)c1Br
  PKA-R2B act = -8; E coli growth = -2.0; OPRM1-OPRD1 ag = 1.0; Tat transport = 5; phage Ecoli inh = 3.5; MOR-DOR inv ag = -6; PfHsp90 yeast 2 = 24; AddAB inh = 3.6; PKA-R1A act = 2; SUMO Mot1 rescue = -5; HTR5A inv ag = -1

CCOc1cccc(CN2CCCC(N3CCN(c4cccc(Cl)c4)CC3)C2)c1O (stereo unspecified)
  PKA-R2B act = 0; E coli growth = 1.3; OPRM1-OPRD1 ag = 0.5; Tat transport = -2; phage Ecoli inh = 0.5; MOR-DOR inv ag = -3; PfHsp90 yeast 2 = 3; AddAB inh = -1.4; PKA-R1A act = -2; SUMO Mot1 rescue = 15; HTR5A inv ag = -9

# (more compounds)
Molecule	PKA-R2B act	E coli growth	OPRM1-OPRD1 ag	Tat transport	phage Ecoli inh	MOR-DOR inv ag	PfHsp90 yeast 2	AddAB inh	PKA-R1A act	SUMO Mot1 rescue	HTR5A inv ag
Cc1cc(/C=N/n2cnnc2)c(C)n1-c1ccc(OCc2ccc(F)cc2)cc1	-13	6.0	2.6	7	-0.2	-14	-156	4.4	-9	-19	7
O=C(c1ccco1)N(Cc1ccc2c(c1)OCO2)Cc1cc2cc3c(cc2[nH]c1=O)OCO3	-12	0.4	-1.9	-5	1.9	10	4	-0.8	4	191	8
CC(CS(=O)(=O)c1ccccc1[N+](=O)[O-])N1CCOCC1 (stereo unspecified)	0	-1.1	1.3	-13	2.3	-10	3	1.3	-1	9	-5
CCOC(=O)Cn1nc(-c2ccc(Cl)cc2)ccc1=O	1	3.4	-2.3	3	2.6	12	.	0.1	4	497	-34
COCCCNC(=S)N(Cc1cccnc1)Cc1ccc(OC)c(OC)c1	-9	1.7	-3.0	-7	1.0	13	-5	0.7	-1	2	4
Cc1ccc(CNC(=S)Nc2cc(C)ccc2OC(F)F)cc1	4	1.3	1.6	0	5.2	-8	-23	1.4	-11	188	3
Cc1nc(N2CCOCC2)nc(Oc2ccccc2)c1[N+](=O)[O-]	4	3.5	4.0	-1	-0.8	-20	16	2.0	-3	10	-5
COC(=O)c1c(-c2ccc(OC)cc2)sc2ccc(-c3ccc4c(c3)OCO4)cc12	5	-1.4	-0.6	0	-0.9	4	-1	-0.4	1	-6	-7
COC(=O)c1c(N=CN(C)C)c(C#N)c2n1CCCC2	2	-3.7	-0.9	-4	3.5	5	.	-1.7	1	-13	2
COc1cccc(NC(=S)NC(=O)c2cccnc2)c1	-11	0.2	-5.2	12	0.7	27	7	2.0	0	-9	-7
CCO/N=C(\N)c1[nH]ncc1Br	1	-2.3	-1.1	-7	2.4	5	10	-1.9	-1	3	-25
CC(=O)N1N=C(c2cccc([N+](=O)[O-])c2)OC1c1ccc(Br)cc1 (stereo unspecified)	-10	1.2	-1.7	16	1.5	9	12	-0.8	-2	-1	12
O=C(c1ccc2c(c1)CCN2S(=O)(=O)c1ccccc1)N1CCN(c2ccccc2)CC1	-1	-0.1	0.6	-1	2.4	-3	-4	2.3	6	23	-8
Cc1cccc(NC(=S)NCC2CCCO2)c1 (stereo unspecified)	2	-0.3	-3.4	2	3.1	17	.	2.9	0	0	7
COc1ccc2c(c1)C(=O)N(c1ccccc1)C(=O)C2	-6	1.4	4.6	-12	0.9	-27	.	0.9	-5	-3	-43
COc1cc(OC)c(NC2c3ccccc3C(=O)N2c2cc(C)ccn2)cc1Cl (stereo unspecified)	-9	0.9	0.0	3	3.1	0	18	-0.5	-2	-8	11
C[C@H](CO)N1C[C@H](C)[C@@H](CN(C)C(=O)Nc2ccc3c(c2)OCO3)Oc2ccc(NS(=O)(=O)c3ccccc3)cc2C1=O	1	0.4	2.9	8	2.9	-17	0	3.1	4	-10	5
Cn1c(=O)n(Cc2ccccc2)c2ccccc21	-8	-0.6	-2.2	-1	0.5	13	0	-0.5	1	-7	8
Fc1ccc(-c2nnc(-c3ccc(F)cc3)o2)cc1	5	.	2.0	-8	-0.9	-10	-2	.	7	-6	-23
Cc1ccc(NC2CCCCC2NS(=O)(=O)c2ccc(Cl)cc2)cc1 (stereo unspecified)	-8	0.7	4.5	1	2.4	-22	-15	0.6	-10	51	2
COCCCNCCCOc1ccc(Cl)cc1C(C)(C)C	-13	0.7	4.3	1	2.3	-24	-25	-1.9	-5	2	23
NNC(=O)c1cccn(Cc2cccc(C(F)(F)F)c2)c1=O	-2	-0.5	0.4	-14	-1.2	-2	-21	-2.9	-5	-23	-32
CCOC(=O)/C(C(C)=O)=C1\OC(=O)c2ccccc21	2	-1.2	-1.5	1	-0.3	8	-22	1.1	-3	120	32
COc1ccccc1N(CC(=O)Nc1cccnc1)S(C)(=O)=O	-4	2.4	-2.6	-4	0.7	15	6	0.9	-5	104	8

# Source: PubChem (several laboratories)

# Hits appear at their usual frequency; overall some 2.2% were active at least once.
